# Pf growth 96h: Primary qHTS for delayed death inhibitors of the malarial parasite plastid, 96 hour incubation | P. falciparum luciferase reporter growth, 96 h | Potency, µM (doses to about 28.7 µM), for the others: at the highest dose activity change, negative = inhibition, usual class: inhibitors | 320,000 tested, 6.9% active | AID 504834, 2011; note: potency is the fitted concentration of half-maximal effect; % is set by controls: 0 for no effect and ±100 for the full control effect
#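 Two parasite generations (96 h, 37 C, 5% CO2) of compound exposure in infected erythrocytes (0.05% parasitemia, 2% hematocrit). Luciferase-reporter P. falciparum; decreased luminescence indicates inhibited growth, aimed at apicoplast-acting delayed death.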
# Sm TGR inh: qHTS Assay for the Inhibitors of Schistosoma Mansoni Peroxiredoxins. Schistosoma mansoni thioredoxin glutathione reductase (TGR), Q962Y6. purified TGR, DTNB reduction, TNB absorbance 405 nm. Potency, µM (top dose mostly 114 µM), for inactives: top-dose activity change, negative = inhibition, usual class: inhibitors. 360,000 tested, 3% active; note: potency is the fitted concentration of half-maximal effect; % is set by controls: 0 for no effect and ±100 for the full control effect; nearly all actives have a fitted effect of over 60% in size
#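 Kinetic colorimetric format: TGR-catalysed, NADPH-driven DTNB reduction monitored via TNB absorbance. Enzyme dispensed at 20 nM; compound exposure 15 min at room temperature before reaction start.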
# Giardia FBPA inh: qHTS Assay for Inhibitors of Fructose-1,6-bisphosphate Aldolase from Giardia Lamblia; 290,000 tested, 0.71% active; purified Giardia FBPA; A8B2U2; AID 2451, 2010; Potency, µM (series often up to 59.6 µM), without a hit: at the top dose activity, negative = inhibition, hits mostly inhibitors; note: potency is the fitted concentration of half-maximal effect; % is set by controls: 0 for no effect and ±100 for the full control effect; nearly all actives have a fitted effect of over 55% in size
# Target sequence (A8B2U2 whole entry, looked up): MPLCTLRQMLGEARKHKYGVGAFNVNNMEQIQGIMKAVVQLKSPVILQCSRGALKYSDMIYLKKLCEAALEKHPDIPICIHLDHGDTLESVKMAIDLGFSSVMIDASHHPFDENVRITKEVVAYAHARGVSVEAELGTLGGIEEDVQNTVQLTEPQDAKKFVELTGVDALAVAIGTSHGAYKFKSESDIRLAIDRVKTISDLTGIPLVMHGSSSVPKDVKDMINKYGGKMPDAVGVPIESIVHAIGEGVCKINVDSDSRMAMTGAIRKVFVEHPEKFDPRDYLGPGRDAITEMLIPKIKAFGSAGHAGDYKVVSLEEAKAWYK
#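 40 nM FBPA preincubated 10 min at RT with compound (up to 57.5 uM final), then substrate plus GAPDH/TPI/NAD/arsenate coupling and diaphorase/resazurin added. Fluorescence read after 20 min at RT, 525/598 nm.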
# Shiga toxin inh: A qHTS for Small Molecule Inhibitors of Shiga Toxin. Vero cells, Shiga toxin protein synthesis inhibition reporter. inhibition, % at 38.7 µM. 290,000 tested, 9.2% active; in the data active = inhibition mostly above about 28%, no sharp cut-off; inactive = mostly below about 43%; note: 0% is about no effect
# Pf growth 48h: Primary qHTS for delayed death inhibitors of the malarial parasite plastid, 48 hour incubation | 310,000 tested, 5.9% active | P. falciparum luciferase growth in erythrocytes, 48 h | Potency, µM (series often up to 28.7 µM), inactives show top-dose activity change, negative = inhibition, actives largely listed as inhibitors; note: potency is the fitted concentration of half-maximal effect; % is set by controls: 0 for no effect and ±100 for the full control effect
#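 First compound was added to culture medium, then infected red cells at 0.1% parasitemia and 2% hematocrit (final). After incubation at 37 C under 5% CO2, luciferase detection reagent was dispensed and light output recorded.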
# CHX counter: Cycloheximide Counterscreen for Small Molecule Inhibitors of Shiga Toxin. 300,000 tested, 12% active. max response, %. cell reporter, cycloheximide protein synthesis inhibition counterscreen. AID 2314, 2010; in the data active = max response mostly above about 13%, no sharp cut-off; inactive = mostly below about 14%; note: read at 38.3 µM for the half of the compounds with a filed dose; 0% is about no effect
# Starred values were filed as active, the others as inactive; ? = inconclusive; . = not tested or not shown; [ ] = dose if it differs, or a comment. Unless noted, calls come from the whole dose curve; as a rule, active = well fitted curve in the direction sought with a large enough effect; inconclusive = small, poorly fitted or top-dose-only effect, or another doubt; inactive = no such curve, though single readings can be large; an effect the other way counts as inactive or inconclusive.
No.	SMILES	Sm TGR inh	Pf growth 96h	CHX counter	Pf growth 48h	Giardia FBPA inh	Shiga toxin inh
1	CCc1ccc(NC(=O)c2ccc(F)c(S(=O)(=O)N(CC)c3ccccc3)c2)cc1	0%	?	14*	9.3µM*	1%	2
2	Nc1nnn(CC(=O)N/N=C/c2ccco2)n1	-1%	39%[activator]	2	38%[activator]	3%	-7
3	Cn1nc(-c2ccccc2)c(CSc2cccc(Cl)c2)c1Cl	-21%	.	-3	-2%	2%	-22
4	CCCC12CN3CC(C)(CN(C1)C31C(=O)Nc3ccc(C)cc31)C2=O (stereo not drawn)	1%	21%	-5	0%	5%	-15
5	O=C(NC1CCCc2ccccc21)C1CCN(S(=O)(=O)c2cnc[nH]2)CC1 (stereo not drawn)	0%	?	-2	10%	0%	15
6	Cc1ccccc1CSc1nnc(-c2ccccc2)c(=O)[nH]1	11%	0%	18	36%[activator]	5%	-6
7	CC(=O)c1ccc(N2CCN(C(=O)Cn3cnc(S(=O)(=O)N4CCCCC4)c3)CC2)cc1	-4%	?	7	-19%	.	52
8	O=C(COc1ccc2ccccc2c1Br)NCc1ccccn1	-8%	3%	23*	33%[activator]	-1%	57*
9	Cc1ccccc1NS(=O)(=O)c1ccc(OCCNS(C)(=O)=O)cc1	0%	46%[activator]	8	25%	0%	-4
10	N#Cc1cccc(S(=O)(=O)NCC(=O)OCC(=O)c2ccc[nH]2)c1	-10%	69%[activator]	3	-10%	0%	-7
11	Cc1ccc(S(=O)(=O)N2CCCCC2)cc1NC(=O)c1ccc2ccccc2n1	-9%	0%	46*	-4%	-20%	47*
12	CC(=O)c1ccc(N2CCN(C(=O)c3ccc(Cn4c(=S)[nH]c5ccc(N6CCOCC6)cc5c4=O)cc3)CC2)cc1	-6%	68%[activator]	15	?	0%	59*
13	O=S(=O)(c1ccc(Cl)cc1)c1ccc(Cl)cc1	-11%	-17%	.	-6%	.	.
14	COc1ccc(C2=C3C(=O)OCC3Cc3ncn(Cc4ccccc4)c32)cc1 (stereo not drawn)	-12%	?	.	-26%	.	.
15	Cc1nnsc1C(=O)NNC(=O)Nc1ccccc1	1%	?	-2	-7%	1%	4
16	Cc1ccc(N=C2C(=O)Nc3ccc(Br)cc32)cc1	-9%	32%[activator]	6	?	-14%	3
17	CCOC(=O)C1CN(S(=O)(=O)c2ccccc2)c2cc(S(=O)(=O)CC)ccc2O1 (stereo not drawn)	-3%	?	-5	8%	-1%	-14
18	COc1ccc(C(=O)Nc2c(N)nc(SCC(=O)Nc3ccc(NC(C)=O)cc3)[nH]c2=O)cc1OC	-4%	10µM*	-1	-25%	.	-3
19	COC(=O)C1=C(c2cccc(OCc3ccccc3)c2)C[C@@H]2CC[C@H]1N2C(=O)NCc1ccc(N(C)C)cc1	-5%	?	.	8.3µM*	.	.
20	NC(=O)NC(CC(=O)NNC(=O)c1ccccn1)c1ccc(Cl)cc1 (stereo not drawn)	-1%	-2%	.	-7%	.	.

# Just Sm TGR inh, Pf growth 48h and CHX counter, for some of the entries so far:
nr | compound | Sm TGR inh | Pf growth 48h | CHX counter
11 | Cc1ccc(S(=O)(=O)N2CCCCC2)cc1NC(=O)c1ccc2ccccc2n1 | -9% | -4% | 46*
6 | Cc1ccccc1CSc1nnc(-c2ccccc2)c(=O)[nH]1 | 11% | 36%[activator] | 18

# Continued.
No.	SMILES	Sm TGR inh	Pf growth 96h	CHX counter	Pf growth 48h	Giardia FBPA inh	Shiga toxin inh
21	O=[N+]([O-])c1ccc(/C=N\NS(=O)(=O)c2ccc(F)cc2)o1	?	-3%	-2	22%	-13%	-3
22	Cc1ccc(Cn2c(C(C)Nc3nc(-c4ccc(C)cc4)cs3)nc3cc(Cl)c(Cl)cc32)cc1 (stereo not drawn)	2%	7%	-2	0%	-7%	3
23	COc1ccc(C2CC(c3cccs3)=NN2c2ccc(F)cc2)cc1OC (stereo not drawn)	56µM*	0%	15	?	-9%	27
24	C/C=C/C(=O)OCC(=O)Nc1ccccc1Br	6%	7%	10	-19%	2%	4
25	COc1ccc(-c2cn3cc([N+](=O)[O-])ccc3n2)cc1OC	-9%	471%[activator]	41*	289%[activator]	-17%	80*
26	CCc1nnc(NC(=O)CN2CCN(CC)CC2)s1	1%	156%[activator]	-2	0%	3.5µM*	-8
27	Fc1ccc(-c2nnc3ccccn23)cc1	-1%	-21%	7	-10%	0%	30
28	CCOc1ccc2[nH]c(=O)c(CN(CCc3ccccc3)C(=O)c3cnccn3)cc2c1	8%	23%	-3	4%	6%	-10
29	CCOC(=O)C1CCCN(C(=O)c2cccc(S(=O)(=O)N(C)c3ccc(C)cc3)c2)C1 (stereo not drawn)	0%	?	.	13µM*	.	.
30	Cc1ccc(C)c(N(C(=O)c2csnn2)C(C(=O)NC2CCCC2)c2ccncc2)c1 (stereo not drawn)	10%	-4%	8	-24%	13%	14
31	Cc1ccc(S(=O)(=O)CCC(=O)N(C)c2c(N)n(Cc3ccccc3)c(=O)[nH]c2=O)cc1	-6%	0%	.	?	.	.
32	CC(=O)Nc1ccccc1-c1nc2cc(C#N)c(C#N)cc2[nH]c1=O	?	106%[activator]	7	.	3%	1
33	CC(=O)NC1CC2CCC(C1)N2 (stereo not drawn)	8%	100%[activator]	-2	19%	1%	-12
34	N#CC(C#N)=C(Nc1ccc(F)cc1)SCc1cccc(F)c1	0%	?	-3	?	-1%	2
35	CCN(CC)c1ccc(C=NCCNS(=O)(=O)c2ccc(C)cc2)cc1	1%	11%	12	8%	-14%	8
36	COC(=O)c1ccccc1NC(=O)c1cc(-c2cccs2)on1	-10%	-7%	-2	8%	6%	-12
37	Cc1onc(-c2ccccc2)c1C(=O)Nc1ccncc1	5%	21%	3	-28%	7%	-2
38	CCOC(=O)C1CCN(C(=O)c2ccc(N3CCCC3=O)cc2)CC1	-20%	-24%	.	?	.	.
39	O=C(c1ccc(Cl)cc1)C1CCCN(C(=O)c2csnn2)C1 (stereo not drawn)	-1%	?	0	14%	-1%	14
40	COc1cc([N+](=O)[O-])cc(/C=N\NC(=O)C2COc3ccccc3O2)c1O (stereo not drawn)	7%	-4%	-2	?	20%	1

# Some of the entries so far, with two lines to a compound:
# Value order: Sm TGR inh, Pf growth 96h, CHX counter, Pf growth 48h, Giardia FBPA inh, Shiga toxin inh
1) CCc1ccc(NC(=O)c2ccc(F)c(S(=O)(=O)N(CC)c3ccccc3)c2)cc1
    0%, ?, 14*, 9.3µM*, 1%, 2
2) Nc1nnn(CC(=O)N/N=C/c2ccco2)n1
    -1%, 39%[activator], 2, 38%[activator], 3%, -7
3) Cn1nc(-c2ccccc2)c(CSc2cccc(Cl)c2)c1Cl
    -21%, ., -3, -2%, 2%, -22
4) CCCC12CN3CC(C)(CN(C1)C31C(=O)Nc3ccc(C)cc31)C2=O (stereo not drawn)
    1%, 21%, -5, 0%, 5%, -15
5) O=C(NC1CCCc2ccccc21)C1CCN(S(=O)(=O)c2cnc[nH]2)CC1 (stereo not drawn)
    0%, ?, -2, 10%, 0%, 15
6) Cc1ccccc1CSc1nnc(-c2ccccc2)c(=O)[nH]1
    11%, 0%, 18, 36%[activator], 5%, -6
7) CC(=O)c1ccc(N2CCN(C(=O)Cn3cnc(S(=O)(=O)N4CCCCC4)c3)CC2)cc1
    -4%, ?, 7, -19%, ., 52
8) O=C(COc1ccc2ccccc2c1Br)NCc1ccccn1
    -8%, 3%, 23*, 33%[activator], -1%, 57*
9) Cc1ccccc1NS(=O)(=O)c1ccc(OCCNS(C)(=O)=O)cc1
    0%, 46%[activator], 8, 25%, 0%, -4
10) N#Cc1cccc(S(=O)(=O)NCC(=O)OCC(=O)c2ccc[nH]2)c1
    -10%, 69%[activator], 3, -10%, 0%, -7
11) Cc1ccc(S(=O)(=O)N2CCCCC2)cc1NC(=O)c1ccc2ccccc2n1
    -9%, 0%, 46*, -4%, -20%, 47*
12) CC(=O)c1ccc(N2CCN(C(=O)c3ccc(Cn4c(=S)[nH]c5ccc(N6CCOCC6)cc5c4=O)cc3)CC2)cc1
    -6%, 68%[activator], 15, ?, 0%, 59*
13) O=S(=O)(c1ccc(Cl)cc1)c1ccc(Cl)cc1
    -11%, -17%, ., -6%, ., .

# (next part)
No.	SMILES	Sm TGR inh	Pf growth 96h	CHX counter	Pf growth 48h	Giardia FBPA inh	Shiga toxin inh
41	Cc1cc(CNC(=O)CC2C(=O)NCCN2CC(C)(C)C)nn1C (stereo not drawn)	?	26%	-1	13%	-25%	-9
42	O=C(NC(=S)Nc1ccc(N2CCOCC2)cc1)c1ccc2c(c1)OCCO2	?	27%	42*	17%	-2%	61*
43	O=C(CCNC(=O)c1ccc(Br)cc1)OCc1ccccc1Cl	8%	21%	.	-12%	.	.
44	N#Cc1ccc(CN2CCN(C(=O)CN3C(=O)NC4(CCCC4)C3=O)CC2)cc1	0%	15%	.	-2%	.	.
45	CCN1C(=O)C(O)(CC(=O)C(C)(C)C)c2cc(Br)ccc21 (stereo not drawn)	12%	27%	-2	-17%	4%	-3
46	CC1CCCC(NC(=O)C2CCN(S(=O)(=O)N3CCCCCC3)CC2)C1C (stereo not drawn)	0%	?	-3	?	-4%	10
47	COc1ccc(NC(=O)CN(C)CC(=O)Nc2ccc(N3CCOCC3)cc2)c([N+](=O)[O-])c1	-5%	?	-3	-6%	-6%	18
48	Cc1ccn2c(=O)nc(SCC(=O)N3CCN(c4ccccc4)CC3)nc2c1	-4%	-7%	.	?	.	.
49	COc1cc(C(=O)Nc2cccc3cccnc23)cc(OC)c1OC	0%	?	4	?	-10%	-9
50	CCN(CC)c1ccc2c(Cl)cc(=O)oc2c1	0%	45%[activator]	-2	-2%	6%	-8
51	COc1cc(/C=N/NC(N)=S)ccc1OCC(=O)N1CCOCC1	7%	100%[activator]	-8	23%	?	-15
52	CCN(C(=O)c1cccnc1)c1ccccc1	5%	1%	-3	1%	-6%	-7
53	COc1cc(/C=N\NC(=O)CC#N)ccc1OC/C=C/c1ccccc1	3%	-14%	-1	-21%	-1%	1
54	COc1ccc(OC)c(CNn2c(-c3cccc(C)c3)nc3ccccc3c2=O)c1	-2%	8.3µM*	-1	.	-5%	3
55	Cc1ccccc1S(=O)Cc1ccc(C(=O)N2CCN(C(=O)c3ccco3)CC2)o1 (stereo not drawn)	?	?	-10	7%	.	-5
56	COc1ccc(CNC(=O)C(C)NS(=O)(=O)c2ccc(C)cc2)cc1 (stereo not drawn)	15%	2%	1	13%	4%	-5
57	Cc1cccc(N2CCN(C(c3ccncc3)c3nnnn3C(C)(C)C)CC2)c1C (stereo not drawn)	0%	325%[activator]	-1	?	0%	14
58	COc1ccc(CCNC(=O)COc2ccc(C)nc2[N+](=O)[O-])cc1	12%	-4%	-2	19%	-2%	-16
59	COc1ccc(CNC(=O)c2ccc(SC)cc2OC)cc1	2%	?	1	?	0%	-8
60	O=C(CCC1CCCN(Cc2ccc3c(c2)OCCO3)C1)NCc1ccccc1F (stereo not drawn)	0%	-6%	0	-2%	3%	-6
61	N[C@@H](CO)c1nnc([C@H](CC(=O)O)NC(=O)C2CCNCC2)o1	0%	0%	-1	9%	2%	18
62	Cc1cccc(NC(=S)Nc2ccc(N3CCOCC3)cc2)c1C	-1%	-23%	13*	38%[activator]	-15%	13

# Compound activity: PubChem BioAssay, National Center for Advancing Translational Sciences (NCATS)
